Dynein cargo inh = dynein cargo transport inhibition; 3617.4 mouse cells, GR-EGFP nuclear translocation imaging; test concentration mostly 20 µM; stimulated with dexamethasone, 1 µM; hits give low values; z-score, hits read low; 220,000 compounds, 0.47% hits;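 active = plate z-score of nuclear minus cytoplasmic receptor signal below a set negative limit, without overly bright fluorescence or cell loss, cut at about -3.5 in these data, passing the limit was not always enough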;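 note: z-score of nuclear minus cytoplasmic ring GR-EGFP intensity difference per well; some compounds called inactive have numbers as strong as hits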
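Schedule: 48 h induction, then 1 h compound, then 30 min agonist, 37 °C. Buffer or medium: tetracycline-free induction medium containing charcoal-stripped FBS. Reagent: 1.0 µM final dexamethasone stimulus. Evaluation: nuclear versus cytoplasmic GR-EGFP signal, averaged per well. Signal: high-content fluorescence imaging after fixation.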
XIAP antagonists = small molecules displacing peptide from XIAP – biochemical, IAP family, fluorescence polarization (AID 1018). 200,000 compounds, 0.007% hits. XIAP BIR domain, fluorescence polarization peptide displacement; higher % means a stronger effect. displacement, % at 20 µM; hits with a dose series show IC50 in µM; in the data active = displacement above about 50%; note: a part of the inactive calls stands beside numbers as strong as those of hits
Insulin prom up = MIN6 insulin promoter up-regulation | 190,000 compounds, 0.3% hits | AID 1625 | MIN6 insulin promoter-GFP reporter, high-content imaging; hits give high values | z-score at 5 µM;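 active = z-score above 3 at 5 µM with at least 500 cells counted in the well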
WT yeast gro inh = growth inhibition of WT yeast, mitochondrial fusion screen. inhibition, % at 10 µM. mitochondrial fusion phenotypic screen, WT strain. 190,000 compounds, 2.1% hits; in the data active = inhibition above about 58%; tested in S. cerevisiae
bCat nuc transl = alters nuclear translocation of beta-catenin in HeLa cells. immunofluorescence imaging. nuclear translocation activity, % at 5 µM. 190,000 compounds, 0.3% hits. AID 1665;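 active = nuclear translocation activity above 50% at 5 µM, with a well cell count of 50 or more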;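 note: per-cell ratio of nuclear to cytoplasmic median beta-catenin stain intensity; plate controls were DMSO negative control for no effect and GSK-3 inhibitor IX positive control for full effect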
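Test system: human HeLa cells, endogenous beta-catenin. Times: 24 h compound exposure, 37°C. Measured by: beta-catenin immunofluorescence imaging with DAPI.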
CSM14.1 death rescue = protection against thapsigargin-triggered cell killing – 384-well, CSM14.1, ATP luminescence, primary screen (AID 1222); 190,000 tested, under 10 active; CSM14.1 thapsigargin-induced death rescue, ATP luminescence; higher % means a stronger effect; cellular ATP content (survival), % at 20 µM; hits with a dose series show EC50 in µM;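 active = EC50 below 50 µM in the dose-response confirmation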;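 note: death triggered by thapsigargin at about 15 µM added after 2 h compound pretreatment; cell ATP read after overnight thapsigargin exposure of roughly 18 to 22 hours; normalized against plate controls of thapsigargin alone and 5% DMSO vehicle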
Lipid droplet = hepatic lipid droplet formation modulation; 240,000 compounds, 0.4% hits; AML12 mouse hepatocytes, oleate lipid droplets, BODIPY imaging; inhibition, % at 6.5 µM;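 active = lipid droplet intensity inhibited by at least 50%, with more than 500 cells counted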
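System: AML12 hepatocytes (mouse). Probe or stimulus: oleic acid at 100 µM to induce lipid droplet formation. Times: overnight treatment with compound plus oleate. Detection: Image-based BODIPY and DAPI two-channel analysis. Evaluation: percent inhibition of filter-corrected integrated lipid droplet intensity per well.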
Autophagy HCS = autophagy modulation, high-content screen. 190,000 compounds, 0.98% hits. calls only at 10 µM (by protocol). MEF GFP-LC3 puncta imaging; test concentration mostly 10 µM;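 active = percentage of spot-positive cells more than 3 SD above its plate mean, without a fluorescence outlier flag or 80% toxicity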;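 note: spot-positive cell cutoff set from DMSO-treated cells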
MT stabilize HCS = microtubule stabilizers in HeLa cells. HeLa tubulin immunostaining HCS, 24 h; share of cells brighter than vehicle mean+2SD. % tubulin-high responders, % at 10 µM. 200,000 compounds, 0.83% hits;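 active = plate Z-score above 3 for both tubulin-high and condensed-nucleus cell shares, with cell loss under 80%, at 10 µM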;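 note: anti alpha tubulin signal scored within the nucleus-defined area of each cell; some results filed as inactive read as strong as hits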
WT yeast gro inh mutant strain = also measured in WT yeast gro inh; calls as there; inhibition, %; mitochondrial fusion phenotypic screen, mutant strain inhibition
Dynein cargo inh cytoplasmic EGFP = recorded beside Dynein cargo inh, whose call it bears; z-score; measured here: cytoplasmic GR-EGFP intensity; hits give high values
Dynein cargo inh nuclear GR-EGFP = second read-out of Dynein cargo inh, no call of its own (marks repeat the call); z-score; measured here: nuclear GR-EGFP intensity;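 lower value marks the stronger effect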
Dynein cargo inh cell count = recorded beside Dynein cargo inh, whose call it bears; z-score; measured here: cell count per field
Insulin prom up cell count = second read-out of Insulin prom up, no call of its own (marks repeat the call); cell count; measured here: cytotoxicity, nuclei count;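 total cells summed across four imaged fields per well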
Lipid droplet cells 6.5 µM = further read-out of Lipid droplet, marked with its call; cell count; measured here: cell count, cytotoxicity flag;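 cells counted across two imaged fields per well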
bCat nuc transl cell count 5 µM = second read-out of bCat nuc transl, no call of its own (marks repeat the call); cell count; measured here: cell count, cytotoxicity flag
MT stabilize HCS Hoechst-high % = further read-out of MT stabilize HCS, marked with its call; % Hoechst-high responders; measured here: nuclear condensation Hoechst responders;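 share of cells brighter than vehicle mean plus two SD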
MT stabilize HCS cytotoxicity % = recorded beside MT stabilize HCS, whose call it bears; toxicity, %; measured here: cytotoxicity by cell density;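 0% = mean cell density of plate MIN control wells and 100% = no cells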
Autophagy HCS cell loss 18 h = recorded beside Autophagy HCS, whose call it bears; toxicity, %; measured here: cell loss, nuclei count;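 cell loss after 18 h compound exposure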
Numbers without * were called inactive; i = inactive; . = no result given.

SMILES | Dynein cargo inh | Dynein cargo inh cytoplasmic EGFP | Dynein cargo inh nuclear GR-EGFP | Dynein cargo inh cell count | XIAP antagonists | Insulin prom up | Insulin prom up cell count | WT yeast gro inh | WT yeast gro inh mutant strain | bCat nuc transl | bCat nuc transl cell count 5 µM | CSM14.1 death rescue | Lipid droplet | Lipid droplet cells 6.5 µM | Autophagy HCS | Autophagy HCS cell loss 18 h | MT stabilize HCS | MT stabilize HCS Hoechst-high % | MT stabilize HCS cytotoxicity %
CC1(C)CC(=O)C(C2c3ccccc3S(=O)(=O)c3ccccc32)C(=O)C1 | -0.29 | -0.3 | 0.5 | -0.24 | -2.2% | 1.4 | 1486 | 10 | -1 | 1.2 | 928 | -0.7% | -3 | 673 | i | 5 | 1.6 | 1.8 | 5.6
COc1ccc2cc(C(=O)c3ccccc3)c(=O)oc2c1 | -0.54 | -0.27 | -0.43 | 0.76 | -0.9% | -0.1 | 1337 | -19 | -33 | -2.6 | 998 | -0.2% | . | . | i | -4 | 3.4 | 1.5 | 3.5
CC(=O)c1ccc(NC(=O)CSc2nnc(NC(=O)CN3CCOCC3)s2)cc1 | 0.02 | -0.22 | 0.51 | 0.53 | -3.0% | -0.32 | 1197 | 6 | 9 | -0.6 | 1055 | 0.2% | -2 | 790 | i | -5 | 3.0 | 1.2 | 4.2
Cc1cccc(NCc2n[nH]c(=S)n2-c2ccccc2)c1 | -0.024 | -0.34 | 0.29 | 0.5 | -0.9% | . | . | -12 | -13 | -0.9 | 1565 | 1.6% | 5 | 578 | i | -18 | . | . | .
CN(C)N1C(=O)CC(NNC(=O)c2ccncc2)C1=O (stereo not drawn) | 1.8 | -0.28 | 0.91 | -0.26 | -3.8% | -0.07 | 1348 | -11 | -4 | 4.0 | 563 | -1.5% | -8 | 624 | i | -1 | 5.4 | 2.8 | 6.6
CC(=O)OC1COC(N2CCc3cc([N+](=O)[O-])ccc32)C(OC(C)=O)C1OC(C)=O (stereo not drawn) | -0.078 | 0.04 | -0.29 | 0.27 | -12% | . | . | -10 | -6 | . | . | 0.6% | . | . | i | -4 | 1.6 | 2.2 | 12
CC1Cc2ccccc2N1S(=O)(=O)c1ccc2c(c1)n(C)c(=O)c(=O)n2C (stereo not drawn) | -1.1 | -0.051 | -0.026 | 0.41 | -5.6% | 0.37 | 1322 | -3 | 15 | -0.9 | 1103 | . | -18 | 627 | i | 2 | 1.4 | 1.2 | 7.0
O=C(NCc1cccs1)C1CCN(S(=O)(=O)N2CCCC2)CC1 | 0.1 | -0.17 | 0.33 | -0.0049 | -1.3% | 0.23 | 1511 | 4 | -1 | 0.1 | 1402 | 1.2% | . | . | i | -11 | 5.7 | 3.2 | 2.1
O=C(CC(C(=O)O)c1ccc(Cl)cc1)c1ccccc1 (stereo not drawn) | -0.15 | -0.2 | 0.3 | -0.6 | -2.4% | 0.04 | 1045 | -18 | 12 | -3.7 | 1101 | 0.7% | 5 | 702 | i | 10 | 3.4 | 2.8 | 6.3
c1ccc(CN=C2Nc3ccccc3CS2)nc1 | 1.3 | -0.21 | 0.93 | -1 | -8.8% | . | . | -2 | 20 | . | . | -2.8% | 7 | 666 | i | 8 | 4.7 | 1.8 | 4.5
O=C(CN1CCN(S(=O)(=O)c2ccccc2)CC1)NC(=O)NC1CCCCC1 | 0.028 | -0.093 | 0.36 | 0.37 | -18% | 0.75 | 824 | -2 | 13 | 0.8 | 1157 | -1.5% | 7 | 787 | i | -7 | 2.1 | 1.5 | 6.0
Nc1nonc1-n1nnc(C(=O)N/N=C/c2ccc(OCc3ccc(F)cc3)cc2)c1COc1ccccc1 | -0.43 | -0.23 | 0.53 | -0.25 | . | -0.03 | 1049 | . | . | 1.1 | 1328 | . | -12 | 704 | . | . | . | . | .
CC(OC(=O)/C=C/c1ccco1)C(=O)Nc1cccc([N+](=O)[O-])c1 (stereo not drawn) | 1 | -0.15 | 0.54 | -0.68 | -9.8% | -0.92 | 1312 | 15 | -1 | 1.6 | 961 | -2.0% | 7 | 603 | i | 21 | 6.1 | 2.6 | 4.9
O=C(Nc1cccc(F)c1)/C(=C\c1cccnc1)NC(=O)c1ccco1 | 0.25 | -0.31 | 0.2 | -0.042 | -4.5% | -0.18 | 1619 | 2 | 14 | -8.1 | 1143 | -0.8% | 11 | 568 | i | 14 | 3.4 | 2.5 | 7.2
CCCCNCCOc1ccccc1-c1ccccc1 | -0.69 | -0.33 | -0.8 | 0.72 | -0.9% | -0.61 | 1242 | 14 | 12 | 2.4 | 595 | 0.8% | 15 | 670 | i | -17 | 4.8 | 2.6 | 10
O=C(CN1C(=O)CCC1=O)NC(=O)NC1CCCC1 | 1.1 | -0.25 | 0.48 | -0.43 | . | 0.4 | 1436 | . | . | -1.2 | 1083 | . | -4 | 787 | . | . | . | . | .
C=CCNC(=S)N/N=C(\C)c1cccnc1 | 0.24 | -0.22 | 0.33 | -0.61 | -2.2% | 0.83 | 1519 | 13 | 23 | 6.9 | 925 | 1.6% | 1 | 619 | i | 14 | 1.2 | 1.5 | 1.4
CCOC(=O)Nc1nnc(/C=C/c2ccc(OC)cc2)s1 | -1.6 | -0.23 | -0.63 | 0.72 | -2.1% | -0.67 | 1534 | 8 | -3 | 1.1 | 1072 | -0.6% | -4 | 604 | i | 8 | 5.0 | 1.9 | 8.0
Oc1ccc(-c2n[nH]c(=S)n2Cc2ccco2)cc1 | 0.34 | -0.3 | 0.35 | -0.47 | -5.5% | -0.24 | 744 | 25 | -19 | . | . | -1.3% | 2 | 777 | i | -12 | 2.0 | 1.3 | 8.1
CCOC(=O)c1c(C)oc2c1c1c(c3ccccc32)OCN(Cc2cccnc2)C1 | -0.74 | 0.23 | -0.044 | 0.36 | -4.8% | 1.3 | 1241 | -1 | -1 | . | . | -1.3% | 14 | 747 | i | 0 | 3.6 | 0.9 | 5.6
COc1cc(NC(=O)CCC(=O)OCCCC(F)(F)C(F)(F)F)nc(OC)n1 | 0.057 | -0.25 | -0.47 | 0.17 | -0.9% | -0.08 | 1346 | 0 | -3 | 0.3 | 1499 | -1.9% | 2 | 714 | i | -17 | 2.1 | 2.3 | 13
CSCCC(NC(=O)c1cccc([N+](=O)[O-])c1)c1nc2ccccc2[nH]1 (stereo not drawn) | 0.66 | -0.25 | 0.56 | -0.6 | -18% | -0.42 | 1588 | 4 | 4 | 0.4 | 1120 | -2.2% | -3 | 580 | i | 23 | 4.2 | 1.2 | 7.0
CC(=C1C(=O)c2ccccc2C1=O)N1CCN(Cc2ccccc2)CC1 | -0.89 | -0.25 | -0.21 | 0.88 | -1.7% | 0.64 | 1282 | -8 | 0 | 1.0 | 1069 | -0.5% | -4 | 746 | i | -1 | 2.3 | 2.9 | 32
COc1ccc(-n2nnnc2SCC(=O)NCc2cccs2)cc1 | 0.21 | -0.21 | 0.069 | -0.44 | -6.6% | . | . | 9 | 1 | 1.9 | 1564 | -2.2% | -10 | 730 | i | 20 | 3.2 | 3.3 | 1.5
COc1cc(C(=O)N/N=C/c2ccccn2)cc(OC)c1OC | -0.21 | -0.38 | -0.083 | 0.02 | -5.5% | 0.41 | 1180 | -10 | -6 | 3.7 | 1011 | . | 9 | 787 | i | -1 | 15 | 41 | 38
O=C1c2ccccc2C(=O)N1OCc1ccccc1 | 0.029 | 1 | 0.32 | -0.37 | -3.1% | 1.3 | 1270 | 7 | 7 | . | . | -2.0% | 2 | 744 | i | -13 | 3.9 | 2.1 | 2.6
CC1=NOC(=O)/C1=C/c1ccc(O)cc1 | -0.82 | -0.27 | -0.53 | 0.14 | -4.7% | . | . | 0 | -3 | 0.2 | 1596 | 0.6% | -9 | 704 | i | 1 | 2.6 | 1.7 | 6.6
CNC1=CC(=O)CC(c2ccccc2)C1 (stereo not drawn) | -0.32 | -0.29 | 0.027 | -0.18 | -1.3% | -0.11 | 1247 | -15 | -10 | -0.4 | 1102 | -0.5% | 3 | 649 | i | 2 | 3.9 | 3.1 | 0.8
O=c1oc2ccccc2c(N2CCCCC2)c1CN1CCCCC1 | 0.53 | -0.19 | 0.44 | 0.88 | 0.0% | . | . | -9 | -7 | -1.2 | 1109 | -1.1% | -12 | 738 | i | 0 | 3.8 | 1.7 | 6.2
Cc1ccc(S(=O)(=O)N2CCOCC2)cc1NC(=O)c1cccc(S(=O)(=O)N2CCCC2)c1 | -0.19 | -0.18 | 0.51 | 0.56 | -3.3% | 0.58 | 1562 | -23 | -22 | -6.2 | 1084 | 1.1% | -1 | 655 | i | -4 | 3.3 | 1.0 | 7.5
O=C(Cc1ccccc1F)NCC1(N2CCOCC2)CCCCC1 | -0.17 | -0.23 | -0.18 | 0.49 | . | -0.04 | 1360 | . | . | -3.4 | 1118 | . | -2 | 632 | . | . | . | . | .
O=C(NCc1ccc(F)cc1)C(=O)Nc1nc(C23CC4CC(CC(C4)C2)C3)cs1 | 0.33 | -0.24 | -0.2 | 0.16 | 6.3% | 0.01 | 798 | 44 | -33 | 4.1 | 484 | -2.9% | 17 | 785 | i | 3 | 6.4 | 9.7 | 26

Compound activity (PubChem)
